GAA inhib – alpha-glucosidase (human) inhibition; Potency, µM (series often up to 76.9 µM), without a hit: top-dose activity change, negative = inhibition, hits mostly inhibitors; purified human GAA, 4-MU-alpha-glucoside fluorescence; hit rate 0.005% among 200,000; AID 1466; P10253;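 also: plate controls were uninhibited enzyme wells for no effect and no-enzyme background for full effect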
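Activity normalized between no-enzyme (basal) and enzyme-only wells. Conditions: 4 nM human enzyme, 400 uM fluorogenic substrate, citrate/phosphate pH 5.0 with Tween-20, 20 min room temperature, compounds up to 77 uM.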
Tau fluor counter – counter-screen for tau fibril formation inhibitors. tau K18 P301L Alexa594 fluorescence, heparin fibrillization. Potency, µM (top dose mostly 57.7 µM), for the others: at the highest dose activity change, negative = decrease. hit rate 0.93% among 280,000. AID 1463; also: % is scaled to controls: 0 for no effect and ±100 for the full control effect; nearly all actives have a fitted effect of over 55% in size
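Human tau K18 P301L (15 uM unlabeled, 0.24 uM Alexa 594-labeled) in 100 mM sodium acetate pH 7 with 20 uM heparin, 6 hr at 37 C. ThT 30 uM added, 1 hr ambient; Alexa 594 FP and total fluorescence read at 555/632 nm.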
Tau fibril ThT – blocks human tau fibril formation measured by thioflavin T; P10636; recombinant tau K18 P301L (four-repeat tau fragment), heparin-induced fibrillization, ThT fluorescence; Potency, µM (series often up to 57.4 µM), without a hit: top-dose activity, negative = inhibition, actives largely listed as inhibitors; hit rate 2.1% among 270,000; AID 1460; also: % is scaled to controls: 0 for no effect and ±100 for the full control effect; nearly all actives have a fitted effect of over 55% in size
Target sequence (P10636 561-689 P618L limits assumed): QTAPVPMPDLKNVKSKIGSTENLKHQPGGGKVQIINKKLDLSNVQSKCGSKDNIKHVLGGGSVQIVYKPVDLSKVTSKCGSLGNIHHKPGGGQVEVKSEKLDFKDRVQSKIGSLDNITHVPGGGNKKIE
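Tau K18 P301L fragment (15 uM unlabeled plus 0.24 uM Alexa 594-labeled) in 100 mM sodium acetate pH 7 with compound, fibrillization induced by 20 uM heparin for 6 hr at 37 C. Thioflavin T (30 uM) added, fluorescence read after 1 hr (ex 450, em 510 nm).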
Tau FP inhib – tau fibrillization inhibition (FP). P10636. K18 P301L tau heparin fibrillization, Alexa594 FP, 6 h. Potency, µM (titrated, usually from 57.7 µM), without a hit: top-dose activity, negative = inhibition, hits mostly inhibitors. hit rate 0.39% among 280,000. AID 1468; also: % is scaled to controls: 0 for no effect and ±100 for the full control effect; nearly all actives have a fitted effect of over 55% in size
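Quantitative HTS format: compounds meet 15 uM recombinant K18 P301L tau and Alexa 594-tau tracer in 100 mM sodium acetate pH 7; 20 uM heparin triggers fibrillization at 37 C over 6 hr; FP gives the signal.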
HTT ATP protect – protects HTT-Q103 PC12 cells, measured by ATP; Potency, µM (titrated, usually from 56.4 µM), for the others: cytoprotection (ATP increase), most hits filed as activators; PC12 HTT-Q103 induced, cytoprotection, ATP luminescence, 40 h; AID 1471; hit rate 0.14% among 230,000;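 also: % of control where 0% means no effect; nearly all actives have a fitted effect of over 45% in size; toxic huntingtin expression switched on by the ecdysone agonist tebufenozide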
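Compounds were screened for protection of PC12 cells against cell death after tebufenozide induction (100 nM final) of mutant Huntingtin exon 1 (Q103) fused to GFP.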
GLA spleen mod – inhibits or activates alpha-galactosidase in human spleen homogenate. human spleen homogenate, 4MU-alpha-Gal fluorescence, 40 min. AID 2107. P06280. Potency, µM (highest dose often 80 µM), without a hit: top-dose activity change, negative = inhibition, actives largely listed as inhibitors. hit rate 0.008% among 240,000;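 also: 0% = enzyme with vehicle and -100% = no enzyme basal signal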
Target sequence (P06280 32-429 limits assumed): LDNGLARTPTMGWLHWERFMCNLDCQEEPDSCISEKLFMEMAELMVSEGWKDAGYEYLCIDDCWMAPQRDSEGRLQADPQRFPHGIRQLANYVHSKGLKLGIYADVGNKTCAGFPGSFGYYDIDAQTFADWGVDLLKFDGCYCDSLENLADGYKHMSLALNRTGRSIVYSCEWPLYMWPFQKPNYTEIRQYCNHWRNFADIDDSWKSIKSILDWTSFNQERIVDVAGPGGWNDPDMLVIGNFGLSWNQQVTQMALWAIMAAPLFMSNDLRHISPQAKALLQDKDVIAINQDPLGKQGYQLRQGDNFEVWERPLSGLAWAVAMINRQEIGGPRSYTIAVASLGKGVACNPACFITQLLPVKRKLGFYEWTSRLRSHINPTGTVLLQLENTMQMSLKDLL
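Fluorogenic readout (Ex 365/Em 440 nm) of 4-methylumbelliferone released from 1 mM 4-MU-alpha-galactoside by spleen homogenate, 40 min at 37C, pH 5.0. Data normalized to no-enzyme and enzyme controls; Hill-equation AC50 from compound titrations.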
GAA glycogen – inhibitors or activators of human alpha-glucosidase glycogen cleavage; Potency, µM (doses to about 76.4 µM), for the others: at the highest dose activity change, negative = inhibition, usual class: inhibitors; hit rate 0.38% among 300,000; P10253; recombinant GAA, glycogen substrate, Amplex Red glucose oxidase fluorescence;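 also: 0% = full enzyme reaction and -100% = no-enzyme basal signal; the screen sought inhibitors and activators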
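Natural-substrate format: glycogen cleavage by 4 nM human enzyme, glucose read by Amplex Red coupling (Ex 573, Em 610 nm). Normalized to enzyme and no-enzyme controls.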
GAA spleen mod – inhibitors or activators of human alpha-glucosidase in spleen homogenate | AID 2112 | P10253 | hit rate 0.006% among 240,000 | human spleen homogenate, 4-MU-alpha-glucoside fluorescence | Potency, µM (series often up to 79.9 µM), for inactives: top-dose activity change, negative = inhibition, hits mostly inhibitors;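 also: 0% = enzyme with vehicle and -100% = no enzyme basal signal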
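Human spleen homogenate (1 ug) incubated with compounds and 1 mM 4-methylumbelliferyl-alpha-D-glucopyranoside in pH 5.0 citrate/phosphate buffer, 37 C, 40 min. Stopped at pH 10; 4-MU fluorescence (Ex 365/Em 440 nm); AC50 by Hill fit.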
* marks the source's active call; other numbers are inactive results; u = inconclusive; x = no result given; & = joins results of further samples; [ ] = another dose, or the depositor's remark. Calls follow the shape of the dose curve; as a rule, active = well fitted curve in the direction sought with a large enough effect; inconclusive = small, poorly fitted or top-dose-only effect, or another doubt; inactive = no such curve, though single readings can be large; an effect the other way counts as inactive or inconclusive. Potency is read from the fitted curve at half-maximal effect.

Sample of the layout:
#1 Oc1c(CN2CCOCC2)cc(COCc2ccccc2)c2cccnc12
#2 O=C(c1ccc(NS(=O)(=O)c2ccccc2)cc1)N1CCCC1
#3 COC(=O)C1=C(C)N(CCc2cc(OC)c(OC)c(OC)c2)C(=O)N[C@H]1c1ccccc1
#4 COCC(C)NC(=O)Cc1ccc(F)cc1 (stereo unspecified)
#5 COc1ccc(CNC(=O)Cn2c(=O)c3cccn3c3ccccc32)cc1
#6 COc1ccc(C(=O)Nc2nnc(C(F)(F)F)s2)cc1

assay / entry | 1 | 2 | 3 | 4 | 5 | 6
GAA inhib | -15% | -4% | x | -5% | x | -1%
Tau fluor counter | -20% | 11% | -8%[11.6 µM] | 3% | -8% | -7%
Tau fibril ThT | u | 7% | -4%[11.5 µM] | 1% | u | -6%
Tau FP inhib | 14% | 0% | -5%[11.6 µM] | -6% | -8% | -1%
HTT ATP protect | -81%[inhibitor][10 µM] | -22%[0.074 µM] | -16%[10 µM] | 27%[0.074 µM] | x | -35%
GLA spleen mod | -4% | 0% | 3%[17.5 µM] | -5% | x | 1%
GAA glycogen | -4% | -4% | x | -1% | 9%[76.3 µM] | 5%
GAA spleen mod | -22% | 0% | 4%[17.4 µM] | -19% | x | -1%

The listing, previewed entries included:
#1 Oc1c(CN2CCOCC2)cc(COCc2ccccc2)c2cccnc12
#2 O=C(c1ccc(NS(=O)(=O)c2ccccc2)cc1)N1CCCC1
#3 COC(=O)C1=C(C)N(CCc2cc(OC)c(OC)c(OC)c2)C(=O)N[C@H]1c1ccccc1
#4 COCC(C)NC(=O)Cc1ccc(F)cc1 (stereo unspecified)
#5 COc1ccc(CNC(=O)Cn2c(=O)c3cccn3c3ccccc32)cc1
#6 COc1ccc(C(=O)Nc2nnc(C(F)(F)F)s2)cc1
#7 Cc1csc(NC(=O)C2CCCN(S(=O)(=O)c3cnc[nH]3)C2)n1 (stereo unspecified)
#8 COc1ccc(CCNC(=O)c2cccnc2)cc1
#9 CCOCCCn1c(SCC(=O)Nc2cc(C(C)(C)C)nn2-c2ccccc2)nc2ccccc2c1=O
#10 Cn1c2ccccc2c2nnc(SCC(=O)NCc3ccoc3)nc21

assay / entry | 1 | 2 | 3 | 4 | 5 | 6 | 7 | 8 | 9 | 10
GAA inhib | -15% | -4% | x | -5% | x | -1% | -2% | -7% | 2% | 2%
Tau fluor counter | -20% | 11% | -8%[11.6 µM] | 3% | -8% | -7% | 2% | -8% | -11% | 10%
Tau fibril ThT | u | 7% | -4%[11.5 µM] | 1% | u | -6% | -1% | -6% | -6% | -2%
Tau FP inhib | 14% | 0% | -5%[11.6 µM] | -6% | -8% | -1% | -1% | -3% | 6% | -2%
HTT ATP protect | -81%[inhibitor][10 µM] | -22%[0.074 µM] | -16%[10 µM] | 27%[0.074 µM] | x | -35% | -5% | 12% | 14%[1.9 µM] | -24%
GLA spleen mod | -4% | 0% | 3%[17.5 µM] | -5% | x | 1% | 5% | -6% | 1% | 2%
GAA glycogen | -4% | -4% | x | -1% | 9%[76.3 µM] | 5% | 5% | 11% | -10% | -5%
GAA spleen mod | -22% | 0% | 4%[17.4 µM] | -19% | x | -1% | 5% | -2% | 0% | -7%

#11 Cc1cc(C)nc(NN2C(=O)/C(=C/c3ccccc3)SC2=S)n1
#12 COc1ccc(C(=O)NC(=S)NCc2ccco2)cc1
#13 CN1CC(=O)N(CC(=O)N2N=C(c3ccc(Cl)cc3)CC2c2ccco2)C1=O (stereo unspecified)
#14 Cc1c(/C=N/Nc2ccc(F)cc2)c(O)n(C)c(=O)c1C#N
#15 O=C1c2cnc3nc(SCc4ccccc4)nn3c2CC2c3ccccc3CCN12 (stereo unspecified)
#16 CC(=O)Nc1ccc(NC(=O)C2CCN(c3cnccn3)CC2)cc1
#17 O=C(CNC(=O)c1ccco1)Nc1ccc(S(=O)(=O)N2CCCC2)cc1
#18 CC(C)(C)[Si](OCC[C@@H]1C[C@@]1(C)[C@@H](NP(=O)(c1ccccc1)c1ccccc1)c1ccccc1)(c1ccccc1)c1ccccc1
#19 CC(OC(=O)C1=COCCO1)C(=O)Nc1ccc(Oc2ccccc2)cc1 (stereo unspecified)
#20 CCN(CC)C(=O)CSc1nc(-c2ccccc2)cc(-c2ccc(OC)cc2)c1C#N

assay / entry | 11 | 12 | 13 | 14 | 15 | 16 | 17 | 18 | 19 | 20
GAA inhib | -3% | x | u | -2% | u | x | -11% | 4% | -1% | x
Tau fluor counter | -14% | -18% | -5% | -27% | -18% | 2% | -6% | -15%&-7% | -23% | -25%
Tau fibril ThT | u | x | -4% | 14µM* | u | -1% | -2% | -16%&-12% | u | u
Tau FP inhib | -3% | -8% | -4% | u | 0% | 2% | -1% | -5%&3% | 9% | -1%
HTT ATP protect | 8% | -1%[10 µM] | -41%[inhibitor] | 7%[10 µM] | -14% | x | -12% | -47%[inhibitor] | -20% | x
GLA spleen mod | 3% | 8% | -8% | 9% | 1% | x | -5% | -3%&-3% | 10% | x
GAA glycogen | -8% | -18% | 3% | u | 0% | 8%[76.3 µM] | -1% | 1% | -3% | -2%[76.3 µM]
GAA spleen mod | -2% | 2% | -7% | 4% | -7% | x | -10% | 5%&1% | 2% | x

#21 CCCS(=O)(=O)N1CCC(C(=O)NCc2ccccc2Cl)CC1
#22 CCc1cc2c(SCC(=O)N(C)C3CCS(=O)(=O)C3)ncnc2s1 (stereo unspecified)
#23 Cc1ccc(-c2noc(-c3ccccc3F)n2)cc1
#24 CCOC(=O)c1ccc(NC(=O)C(C)N(c2ccc(OCC)cc2)S(C)(=O)=O)cc1 (stereo unspecified)
#25 Cc1ccc(CC(NC(=O)c2ccccc2)C(=O)N2CCCC2C(=O)O)cc1 (stereo unspecified)
#26 O=C(C1CCN(S(=O)(=O)c2cnc[nH]2)CC1)N1CCN(Cc2ccc3c(c2)OCO3)CC1
#27 COc1ccc(-n2c(=S)[nH]c3cc(C(=O)Nc4ccc(OC)c(OC)c4)ccc3c2=O)cc1
#28 Cc1ccc(C(=O)COC(=O)c2cn3ccccc3n2)cc1
#29 Cc1cc(C)n(-c2ccc(Cl)c(C(=O)Nc3cc(C(F)(F)F)ccc3Cl)n2)n1
#30 CCOc1ccc(NC(=O)Nc2nnc(CC)s2)cc1

assay / entry | 21 | 22 | 23 | 24 | 25 | 26 | 27 | 28 | 29 | 30
GAA inhib | 2% | x | 2% | x | -4% | 4% | -2% | 6% | 7% | 0%
Tau fluor counter | -13% | -4% | -8% | -29% | 1% | -10% | -7% | 1% | -18% | u
Tau fibril ThT | -7% | 2% | -8% | u | 1% | 3% | -11% | u | -14% | u
Tau FP inhib | -16% | -9% | -3% | -10% | 3% | 7% | -2% | -3% | 4% | 3%
HTT ATP protect | 20%[10 µM] | -15%[10 µM] | x | x | 15% | -10% | -5%[10 µM] | -21% | 6%[10 µM] | 7%[10 µM]
GLA spleen mod | 17% | 2% | 0% | x | -1% | 5% | 3% | 5% | 0% | 2%
GAA glycogen | 3% | 3% | 10% | -20%[76.3 µM] | 1% | -8% | 10% | 5% | 2% | 14%
GAA spleen mod | u | -3% | 6% | x | -6% | -4% | 0% | 2% | 1% | -5%

#31 CC(C)OC(=O)C(C)Nc1n[nH]c(=S)[nH]c1=O (stereo unspecified)
#32 CCCC[C@@H]1C[C@H]1C(NC(=O)c1ccccc1)c1ccccc1C(F)(F)F (stereo partly specified)
#33 CC(C)(C)c1ccc(C(=O)c2c[nH]c(C(=O)NCc3cccs3)c2)cc1
#34 Cc1ccc(-n2ccnc2SCC(=O)O)cc1C
#35 Cc1cc(C(F)F)n2ncc(C(=O)O)c2n1
#36 Cc1ccccc1OCC(=O)NCC(=O)N/N=C/C=C/c1ccccc1
#37 Cc1ccc(-n2ncc3c(=O)n(CC#N)cnc32)cc1C
#38 C[C@H](NC(=O)c1nc[nH]c1C(=O)NCCCCCNC(=O)OC(C)(C)C)C(=O)OCc1ccccc1
#39 O=C(Cn1cc2c(n1)CCCCC2)Nc1ccc(F)cc1F
#40 CCOC(=O)NNC(=O)NCCCCCCNC(=O)NNC(=O)OCC

assay / entry | 31 | 32 | 33 | 34 | 35 | 36 | 37 | 38 | 39 | 40
GAA inhib | 14% | x | 4% | x | 0% | 3% | 2% | x | 0% | x
Tau fluor counter | -5% | -8% | -7% | -4% | 3% | 1% | -8% | -20% | -2% | 7%
Tau fibril ThT | -11% | -8% | -10% | -3% | 2% | -12% | 0% | -2% | -15% | x
Tau FP inhib | 0% | 4% | -5% | -4% | -2% | -5% | -10% | -1% | 4% | -1%
HTT ATP protect | x | -36%[inhibitor] | -8% | -14%[10 µM] | -5% | -25% | -2% | 3%[10 µM] | 6%[10 µM] | 13%[10 µM]
GLA spleen mod | -6% | 2% | 29% | 11% | -3% | 0% | 6% | 6% | 9% | -10%
GAA glycogen | 6% | x | -3% | 4% | -1% | 1% | 20% | -18% | 1% | 2%
GAA spleen mod | -5% | 6% | -5% | 6% | -5% | 10% | 2% | 8% | 3% | 1%

#41 Cc1ccc(NCc2cccnc2)c(Br)c1
#42 O=C(CSc1nc2ccccc2s1)NCc1ccc2c(c1)OCO2
#43 CCCn1c(=O)sc2cc(NC(=O)c3ccccc3Cl)ccc21
#44 CCOC(=O)CSc1ccc2nnc(-c3ccccc3)n2n1
#45 CCCCc1nc2ccccc2[nH]1
#46 CCCN(CCC)CCCNC(=O)C1CCCN(Cc2nc(-c3ccc(Cl)cc3)oc2C)C1 (stereo unspecified)

assay / entry | 41 | 42 | 43 | 44 | 45 | 46
GAA inhib | -9% | 0% | x | 3% | 1% | x
Tau fluor counter | -9% | -12% | u | -2% | 2% | 0%
Tau fibril ThT | -5% | u | -9% | -9% | 0% | 1%
Tau FP inhib | 1% | 2% | u | -5% | -10% | -2%
HTT ATP protect | x | 3%[10 µM] | x | -1%[10 µM] | -4% | x
GLA spleen mod | -4% | 10% | x | 6% | 3% | x
GAA glycogen | -9% | 9% | -1%[76.3 µM] | -5% | 6% | 0%[76.3 µM]
GAA spleen mod | -10% | -1% | x | -4% | 10% | x

Screens (PubChem BioAssay)
